Compound activity deposited in PubChem by several laboratories.
HSP90 refold inh: HSP90 refolding inhibition in rabbit reticulocyte lysate | AID 1789 | inhibition, % at 5.6 µM | luciferase refolding luminescence, 3 h | actives 0.91% (n = 290,000);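 active means inhibition above the screen-wide mean plus 3 SD, computed separately per campaign, cut at about 16% in these data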;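 further: 0% = DMSO wells and 100% = 60 µM geldanamycin wells; inhibitors lower the luminescence because luciferase stays unfolded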
Platelet DG rel: platelet dense granule release activity | actives 0.22% (n = 300,000) | inhibition, %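 (compounds screened at 7.5 µM in platelet-rich plasma)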 | human platelet-rich plasma, SFLLRN dense granule ATP release, luminescence;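 active means mean replicate score, as percent of positive control, at or above 50; inconclusive means mean below 50 but at least one replicate at or above 50; inactive means mean and every replicate below 50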
GSK3B inh: human GSK3beta kinase inhibition. P49841. GST-GSK3beta kinase, ADP-Glo luminescence, 60 min; active compounds read low. activity score (negative = inhibition), % at 10 µM. actives 0.038% (n = 300,000). AID 2097;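 active means more than half of replicate wells score below -50%, meaning over 50% inhibition versus plate controls; inconclusive means some replicates but at most half score below -50%; inactive means no replicate scores below -50%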;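 further: 0% = median DMSO wells and -100% = median GW8510 positive control wells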
Target sequence (P49841 whole entry, looked up): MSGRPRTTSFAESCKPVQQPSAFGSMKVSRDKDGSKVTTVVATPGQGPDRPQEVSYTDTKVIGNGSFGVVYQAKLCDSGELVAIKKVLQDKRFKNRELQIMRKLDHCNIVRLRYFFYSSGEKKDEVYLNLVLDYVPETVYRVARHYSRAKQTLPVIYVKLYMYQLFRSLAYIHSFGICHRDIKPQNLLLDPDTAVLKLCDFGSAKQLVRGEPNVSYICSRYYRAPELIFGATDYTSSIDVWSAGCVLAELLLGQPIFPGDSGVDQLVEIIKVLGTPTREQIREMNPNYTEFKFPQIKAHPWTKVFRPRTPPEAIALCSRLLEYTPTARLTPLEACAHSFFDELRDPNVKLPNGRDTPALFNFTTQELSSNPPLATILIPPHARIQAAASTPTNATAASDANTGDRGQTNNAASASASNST
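test system = GST-tagged human GSK3beta kinase, cell-free | reagent = 25 µM ATP with peptide substrate | dosing = one dose of 10 µM per compound | schedule = 60 min reaction, RT | detection = luminescent ADP-Glo measurement of ADP formed | control set = DMSO neutral wells and GW8510 at 20 µM as positive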
aSyn 5UTR inh: MLPCN primary screen, SNCA 5' untranslated region; alpha-synuclein 5'UTR reporter, inhibitor activity; inhibition, % (tested at 7.5 µM); actives 0.82% (n = 300,000); AID 1813; in the data active means inhibition above about 60%; inconclusive means no clear call, values can overlap the other calls;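 further: H4 neuroglioblastoma cells stably carrying SNCA 5'UTR luciferase fusion; 0% = DMSO wells and 100% = positive control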
IEC-6 cytotox: counter-screen for KLF5 inhibitors: cytotoxicity in IEC-6 cells; inhibition, % at 5 µM; AID 1825; actives 0.78% (n = 290,000); IEC-6 cytotoxicity, luminescence viability; in the data active means inhibition above about 22%;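 further: 0% = plate median of test compound wells and 100% = cytotoxic reference compound wells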
HSF-1 act: increases HSF-1 driven luciferase reporter signal. actives 1.7% (n = 300,000). activation, % at 9 µM. NIH3T3-HGL HSF-1 luciferase reporter, MG132, 8 h; 100% = twice DMSO control signal. AID 504408;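 active means mean replicate activation of at least 50% with a set share of replicates each reaching 50%; inconclusive means only one of those two conditions met; inactive means mean below 50% and too few replicates reaching it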;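 further: 0% = median of the neutral control wells and 100% = twice that signal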
Dyrk1A ADPGlo: blocks rat Dyrk1A kinase activity; Q63470; ADP-Glo luminescence, NFATc1 peptide; AID 504441; actives 0.43% (n = 310,000); inhibition, % at 12.5 µM; in the data active means inhibition above about 50%;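 further: plate controls were vehicle with enzyme for no effect and no enzyme for full effect; many of its hits are not listed in these tables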
KLF5 inh: kruppel-like factor 5 inhibition | DLD-1 KLF5 promoter-luciferase reporter, luminescence | inhibition, % at 5 µM | actives 0.23% (n = 290,000);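 active means inhibition above a per-plate limit of that plate's mean compound inhibition plus 3 SD, cut at about 60% in these data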;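 further: 0% = DMSO wells and 100% = LY294002 at 200 µM; higher means less KLF5 promoter-driven luciferase light; inactives centre near -14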
GSK3 alpha inh: blocks human GSK-3 alpha kinase; P49840; ADP-Glo luminescence, 60 min; inhibition, % at 10 µM; actives 0.1% (n = 320,000);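 in the data active means inhibition above about 50%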;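 further: GST-tagged GSK-3 alpha with peptide substrate and 25 µM ATP; 0% = DMSO neutral wells and 100% = GW8510 positive control wells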
Target sequence (P49840 whole entry, looked up): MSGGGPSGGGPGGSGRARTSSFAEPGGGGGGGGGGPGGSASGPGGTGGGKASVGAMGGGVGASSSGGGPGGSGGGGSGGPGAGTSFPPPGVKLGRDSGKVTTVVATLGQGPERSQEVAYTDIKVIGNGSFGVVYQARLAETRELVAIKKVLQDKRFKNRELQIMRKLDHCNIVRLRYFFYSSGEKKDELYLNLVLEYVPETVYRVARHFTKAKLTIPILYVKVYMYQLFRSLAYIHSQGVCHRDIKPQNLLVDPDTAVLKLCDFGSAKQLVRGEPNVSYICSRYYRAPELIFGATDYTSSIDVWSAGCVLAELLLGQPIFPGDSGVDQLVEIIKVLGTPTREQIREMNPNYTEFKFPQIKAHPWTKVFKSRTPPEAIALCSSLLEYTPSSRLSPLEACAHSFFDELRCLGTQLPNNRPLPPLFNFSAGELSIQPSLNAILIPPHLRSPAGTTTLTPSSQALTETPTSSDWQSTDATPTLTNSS
HSF1 inhib: HSF1 inhibition; NIH3T3-HGL HSE-luciferase, MG132-induced, luminescence 8 h; active compounds read low; activity change, negative = inhibition, % at 7.5 µM (by protocol); actives 0.77% (n = 300,000); AID 2098;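 active means more than half of replicate wells show activity change below -50%, luminescence cut by over half; inconclusive means some wells, but at most half, below -50%; inactive means no replicate well below -50%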;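 further: luciferase reports HSF-1 transcriptional activity via heat shock element; 0% = median of DMSO wells and -100% = zero luminescence signal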
Active calls of the source: *; ? = inconclusive; / = not tested or not shown.

SMILES	HSP90 refold inh	Platelet DG rel	GSK3B inh	aSyn 5UTR inh	IEC-6 cytotox	HSF-1 act	Dyrk1A ADPGlo	KLF5 inh	GSK3 alpha inh	HSF1 inhib
COCc1[nH]nc2c1C(c1ccccc1F)C(C#N)=C(N)O2 (stereo unspecified)	4	2	-2	6	-2	4	-6	-14	3	-7
COc1ccc(CCC(=O)OCC(=O)c2ccc(C)cc2)cc1	6	-19	1	-38	6	8	8	10	-1	-4
Cc1cc(C)cc(NC(=O)c2ccc(S(=O)(=O)NCc3cccnc3)cc2)c1	-3	2	-4	9	-1	-3	1	-1	1	-4
CCNC(=O)COC(=O)/C=C/c1ccccc1[N+](=O)[O-]	4	1	-1	-25	1	-5	-1	-38	3	-6
Cc1c(CCC(=O)O)c(=O)oc2cc(OCc3ccccc3Br)ccc12	-2	4	1	37	-2	-4	-4	-4	-1	-8
O=C(O)c1cccc(Cn2c(Cl)c(/C=N/Nc3ccccc3)sc2=O)c1	2	3	3	-14	5	7	/	-30	-7	-7
CCCOc1ncnc2c1[nH]c1ccc(OC)cc12	3	4	1	-130	6	?	-1	-150	1	27
COc1ccc(N(CC(=O)NCCSC2CCCCC2)S(=O)(=O)c2ccc(C)cc2)cc1	4	-15	0	-1	-3	14	3	-7	0	4
CN(C)/C=C/C1=C([N+](=O)[O-])C(c2cccc([N+](=O)[O-])c2)NC(=O)N1 (stereo unspecified)	4	3	6	-10	-5	-11	-1	-8	3	-4
CN(Cc1nc(-c2cccs2)no1)CC1COCCO1 (stereo unspecified)	-1	-12	2	-61	0	-10	/	-55	-1	4
COc1ccc2c(Cl)c(-c3nnc(SCC(N)=O)n3C)sc2c1	-1	17	-1	4	6	1	18	12	-2	0
CC(C)(C)NC(=O)NC(=O)COC(=O)C1c2ccccc2Oc2ccccc21	7	-4	2	4	-3	8	11	-4	2	-1
C/C(=N\N1CCN(c2ccccc2)CC1)c1ccccc1O	-3	1	3	2	-4	4	12	-65	-1	3
Cc1cc(C)c(NC(=O)CSc2nnc(CNC(=O)c3ccco3)o2)c(C)c1	1	-3	4	3	-1	5	0	6	8	-2
COc1cccc(N2CCN(C(=O)c3nc4nc(C)cc(C)n4n3)CC2)c1	2	8	0	2	2	-14	0	-8	-1	-9
O=C(CSc1nc2ccccc2[nH]1)N1CCN(S(=O)(=O)c2ccc(Cl)cc2)CC1	6	36	-1	-10	-1	11	3	-15	2	10
O=C(Nc1cc(Cl)ccc1Cl)c1ccco1	1	2	4	-15	7	1	14	-4	-2	-6
COc1ccc(C(=O)O/N=C(\N)c2ccccc2Cl)cc1OC	1	-6	-1	-45	10	9	-5	-11	-1	14
CC(=O)c1ccc(NC(=S)Nc2cccc3ccccc23)cc1	9	-1	-5	-47	63*	-72	-5	-70	1	-67*
CCOC(=O)N1CCN(C(=O)c2ccc(CS(=O)(=O)c3ccc(OC)cc3)o2)CC1	-2	0	0	4	1	4	-11	0	/	-3
Cc1cc(C(=O)NNC(=O)Nc2cccc(C(F)(F)F)c2)no1	3	-2	1	-2	3	10	0	-3	-3	-6
O=S(=O)(O)c1nc2ccccc2n1Cc1ccc(Cl)cc1	-1	-6	1	0	0	3	-1	-12	-4	6
CCOc1ccccc1OCC(=O)Nc1ccc(Cl)cc1Cl	4	3	-1	-11	8	0	3	4	0	-1
CCC(OC(=O)CN1C(=O)C(=O)c2ccccc21)C(=O)Nc1ccccc1OC (stereo unspecified)	-2	2	2	-10	4	14	0	-3	/	-5
CCCCN(CC)CCCNC(=O)Cn1nc(Cc2cccnc2)c2ccccc2c1=O	-2	2	0	-4	-7	15	5	-23	2	-5
c1ccc2c(c1)N1CCCN=C1N2CCN1CCCCC1	4	-4	0	-34	6	-9	0	-20	/	-9
Cc1ccn(-c2cc(O)c(-n3ccc(C)n3)cc2O)n1	-1	-1	1	-85	0	-4	-1	-45	-3	1
CCc1nnc2n1N=C(c1ccc([N+](=O)[O-])cc1)CS2	2	3	0	14	-2	12	0	-20	0	-2
COc1ccc(CC2(CO)COc3ccccc3C2=O)cc1 (stereo unspecified)	/	-14	-1	-64	/	15	-1	/	1	-12
CC(Oc1ccccc1F)C(=O)/C=C/N(C)C (stereo unspecified)	-1	-6	-2	8	-4	12	-2	-39	-4	5
CCC(=O)Oc1ccc(C(=O)Nc2ccc3c(c2)C(=O)N(C2CCCCC2)C3=O)cc1	3	0	-1	-41	5	16	-10	4	4	9
COc1ccc(CC(=O)Nc2ccc(C(=O)Nc3nccs3)cc2)cc1OC	5	-5	0	-19	0	14	/	-10	/	0
Cc1cccc(NC(=O)C2CCN(S(C)(=O)=O)CC2)c1C	-3	0	/	11	-2	-4	6	-22	-3	1
O=C(/C=C/c1ccccc1)NC1CC2CCC1C2 (stereo unspecified)	-1	-7	-1	-110	0	22	-9	-39	0	18
Cn1c(N)c(C(=O)COC(=O)c2ccc3c(c2)OCCO3)c(=O)n(C)c1=O	5	0	0	26	-1	3	0	-9	-4	-5
COc1ccc(CC(=O)Nc2ccc3nc(C)sc3c2)cc1OC	2	12	0	16	14	0	-2	-22	-1	-4
COc1ccc(NC(=O)Nc2cccs2)cc1Cl	-3	6	0	-167	5	6	/	-107	-1	12
CC(C)(C)c1nn(-c2ccccc2)c2[nH]c(=O)c(CNc3ccc4c(c3)OCCO4)cc12	8	1	-1	20	2	-67	-2	-18	-2	-65*
CSc1ccccc1NC(=O)CN(C)Cc1ccc(Br)cc1	-3	-1	-1	5	-5	12	-1	-17	/	11
CCOC(=O)c1c(C)[n+]([O-])c2ccc3c(non3O)c12	-3	2	-4	-7	-5	47	/	-13	-1	10
Cn1c(SCc2c(Cl)cccc2Cl)nnc1-c1ccc2nonc2c1	3	-9	0	-10	5	2	2	5	5	-7
CCOc1ccc(-n2cc(C(=O)N3CCN(C)CC3)c3cc(OC)c(OC)cc3c2=O)cc1	-3	0	3	-11	1	-29	2	-44	-3	-15
COCCCn1c(SCC(=O)Nc2ccc(C)cc2)nc2ccccc2c1=O	1	-2	3	-15	-1	3	-4	-23	0	0
COc1cc(NC(=O)c2cc3ccccc3o2)c(OC)cc1Cl	-1	4	-2	30	-4	-8	-6	-15	-1	-6
CN(C)S(=O)(=O)c1ccc(NC(=O)CSc2nc3ccccc3n2-c2ccccc2)cc1	1	16	2	30	-10	13	-1	-10	0	9
O=C(CN1C(=O)CSC1=O)N1CCCCC1	-1	-26	2	-21	2	-8	0	-43	-3	4
COC(=O)Cc1ccc2oc(-c3cccnc3)nc2c1	-3	-5	-1	-64	-6	-17	/	-50	7	6
CCc1cc2c3c(c1)C1(C(=O)N3C(C)(C)C=C2C)C(C#N)=C(N)Oc2[nH]c(=O)[nH]c(=O)c21 (stereo unspecified)	3	1	2	1	3	-22	0	-35	-5	-15
COc1ccc(S(=O)(=O)n2cccc2)cc1	/	3	2	-5	/	16	/	/	1	-4
COc1ccc(C(=O)Nc2ccc(C3(C#N)CCCC3)cc2)cc1	-1	4	1	-61	2	41	-1	1	-1	15

(next part)
SMILES	HSP90 refold inh	Platelet DG rel	GSK3B inh	aSyn 5UTR inh	IEC-6 cytotox	HSF-1 act	Dyrk1A ADPGlo	KLF5 inh	GSK3 alpha inh	HSF1 inhib
CCN(CC)c1ccc(NC(=O)CSc2nnc(N)s2)cc1C	3	/	/	/	1	/	0	-39	-1	/
O=C1C2C3c4ccccc4C(c4ccccc43)[C@@H]2C(=O)N1c1cccnc1 (stereo partly specified)	-9	6	4	18	-9	1	-6	-26	-1	9
COc1ccc(N2CC(C(=O)OC(C)C(=O)c3ccccc3)CC2=O)cc1 (stereo unspecified)	-2	-8	2	3	-4	-19	17	-4	1	-11
Cc1ccccc1NC1=C(C(=O)c2ccccc2)N(C)S(=O)(=O)c2ccccc21	4	1	3	0	1	-1	-2	-20	4	3
Cc1ccc(SCC(=O)NC(=O)NCc2ccccc2)c(C)c1	-1	-7	3	-6	6	17	0	-26	1	14
COc1ccc(-c2n[nH]c(=S)n2-c2cc(OC)ccc2OC)cc1	7	-7	2	6	2	-11	-11	-1	1	1
COC(=O)c1cc(=O)n(-c2ccc(C(F)(F)F)cc2)[nH]1	-9	5	6	18	-4	-4	-5	-14	-1	-8
Cc1ccc(NC(=O)Cc2nnc(SCC(=O)NC3CCCC3)n2C)c(C)c1	2	11	-1	7	0	-5	-5	-8	-4	-8
C=CCNC(=S)N/N=C/c1ccc(-c2cccc([N+](=O)[O-])c2)o1	-1	10	-2	10	2	33	-1	-44	-1	22
O=C(NCC1COc2ccccc2O1)c1ccc(NC(=O)c2ccco2)cc1 (stereo unspecified)	4	30	0	-18	4	10	-5	-12	0	0
Cc1ccc(OCc2nnc(SCC(N)=O)n2N)cc1	3	4	2	6	4	-2	5	-3	1	-6
CN(C)S(=O)(=O)c1cccc(COc2cccnc2[N+](=O)[O-])c1	-3	30	-1	29	0	-8	-8	-17	-5	-7
CCC(=O)Nc1ccc(NC(=O)CSc2nnnn2C(C)C)cc1	-3	5	-2	-2	0	-7	9	10	4	-2
Cc1cc(CN(C)C(=O)c2cc(COc3ccc4ncccc4c3)on2)on1	-3	-1	-1	-1	-2	-17	-3	-29	-3	-4
CC1CCN(c2ccc(C(=O)O)cc2)CC1	2	0	-3	7	-3	-15	0	-28	-2	4
CCn1ncc(Cl)c1C(=O)NC(=S)Nc1ccccc1Br	-5	-4	1	12	-4	-12	2	-12	0	0
COc1cc(C2NC(=S)NC(c3ccccc3)=C2C(C)=O)ccc1O (stereo unspecified)	0	4	4	-4	-1	35	-2	-3	-1	19
CC1(C)Cc2c(c(-c3ccco3)nc3sc4c(NCCN5CCOCC5)ncnc4c23)CO1	3	4	0	23	-2	19	6	7	2	5
CN(C)c1c([N+](=O)[O-])ncn1C	3	-3	-2	15	-1	-3	18	-33	-4	-3
O=C(CS(=O)(=O)c1ccc(F)cc1)NCCS(=O)(=O)c1ccccc1	1	0	0	-6	2	-17	9	-11	-1	-4
Cc1cccc(-n2ncc3c(NCCCO)ncnc32)c1	2	-11	2	-101	0	34	10	-216	2	13
CO/N=C\C(=N\Nc1ccc(OC)cc1)C(=O)c1ccccc1	7	2	-2	-44	0	3	-7	-14	-3	5
CN(C)C(=O)C1(c2ccccc2)CCN(S(=O)(=O)c2ccccc2)CC1	9	4	0	17	-5	5	2	-132	6	-2
O=C(COC(=O)C1CCC(=O)N1)Nc1ccc(Cl)cc1Cl (stereo unspecified)	2	-9	2	-17	-3	14	3	-2	0	0
CNC(=S)NNC(=O)COc1cccc(C)c1C	-2	0	1	3	3	9	8	15	-2	-7
COc1ccc(CCNC(=O)c2ccc(CNS(=O)(=O)c3ccccc3)cc2)cc1OC	-1	-6	1	-17	-2	-6	-5	-25	1	-9

Some of the compounds tested. The share of hits here may be higher or lower than overall.
